Bioassay records deposited in PubChem by National Center for Advancing Translational Sciences (NCATS).
HEK293 tox: qHTS of GLP-1 Receptor Inverse Agonists: Cytotox Screen. HEK293 cAMP-luciferase reporter cells, luminescence, 24 h. Potency, µM (highest dose often 38.3 µM), for inactives: at the highest dose activity change, negative = inhibition, actives largely listed as inhibitors. 410,000 tested, 0.13% active. AID 624418, 2012;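 note: loss of luciferase light is scored as toxicity; % is set by controls: 0 for no effect and ±100 for the full control effect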
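Luminescence readout: signal drop marks cytotoxicity. Plated cells grew 12 h at 37 °C, 5% CO2, received 23 nL compound for 24 h, then got luciferase reagent, read after 12 min at RT.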
GLP-1R agonist: qHTS of GLP-1 Receptor Agonists; 380,000 tested, 0.007% active; HEK293 GLP-1R CRE-luciferase, luminescence, 4-6 h; cells express a hypersensitive GLP-1R form; Potency, µM (top dose mostly 45.6 µM), inactives show top-dose activation, usual class: activators; AID 624172, 2012; note: % of control where 0% means no effect
Target sequence (P43220 whole entry, looked up): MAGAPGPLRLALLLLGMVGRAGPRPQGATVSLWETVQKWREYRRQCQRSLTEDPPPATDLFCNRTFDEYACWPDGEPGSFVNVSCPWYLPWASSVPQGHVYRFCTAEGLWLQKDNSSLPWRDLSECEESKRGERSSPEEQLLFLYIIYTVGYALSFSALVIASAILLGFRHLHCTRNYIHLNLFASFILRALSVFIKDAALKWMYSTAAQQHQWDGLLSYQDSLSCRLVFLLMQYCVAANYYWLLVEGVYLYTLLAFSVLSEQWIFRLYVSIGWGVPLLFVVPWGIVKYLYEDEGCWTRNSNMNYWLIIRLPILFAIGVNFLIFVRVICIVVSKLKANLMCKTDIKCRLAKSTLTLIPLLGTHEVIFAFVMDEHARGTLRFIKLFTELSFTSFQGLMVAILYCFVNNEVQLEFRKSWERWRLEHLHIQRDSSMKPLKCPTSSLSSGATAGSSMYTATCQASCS
TDP43 rescue: qHTS of TDP-43 Inhibitors; TDP-43 expressing yeast growth rescue, BacTiter-Glo, 24 h; Potency, µM (doses to about 46.1 µM), for the others: at the top dose growth rescue (activation), actives largely listed as activators; 410,000 tested, 1.8% active; AID 652104, 2013; note: % of control where 0% means no effect; nearly all actives have a fitted effect of over 50% in size
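In this qHTS, compounds that restore growth of yeast expressing TDP-43 appear as activators. Cells (OD600=0.02, galactose medium, raffinose-pregrown) are incubated with compound 24 hr at 30 deg C and growth is quantified by BacTiter-Glo.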
GLP-1R inv ag: qHTS of GLP-1 Receptor Inverse Agonists (Inhibition Mode); Potency, µM (highest dose often 38.3 µM), without a hit: at the highest dose activity change, negative = inhibition, usual class: inhibitors; 410,000 tested, 1.6% active; AID 624417, 2012; HEK293 GLP-1R CRE-luciferase, luminescence, 24 h; GLP-1R form is constitutively active; note: % is set by controls: 0 for no effect and ±100 for the full control effect; nearly all actives have a fitted effect of over 55% in size
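Luminescence readout: a drop in cAMP-driven luciferase signal flags inverse agonism at a constitutively active GLP-1R stably expressed in HEK293. Compound exposure lasted 24 hr at 37 deg C, 5% CO2.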
SW480 rerep: A quantitative high throughput screen for small molecules that induce DNA re-replication in SW480 colon adenocarcinoma cells | SW480 DNA re-replication, Hoechst DNA content imaging, 48 h | Potency, µM (top dose mostly 46.1 µM), without a hit: top-dose re-replication activation, actives largely listed as activators | 340,000 tested, 1.8% active; note: % of control where 0% means no effect; nearly all actives have a fitted effect of over 55% in size
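Hoechst fluorescence of nuclei (405 nm excitation, 500-530 nm emission) measured by plate-scanning imager after 48 hr compound exposure at 37 C; re-replication scored as increased number of nuclei with elevated intensity.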
KB-V1 cytotox: qHTS assay for MDR1-selective chemotherapeutics: Primary screen using the drug-selected MDR subline cells KB-V1. Potency, µM (highest dose often 46.1 µM), for inactives: at the top dose activity change, negative = cytotoxicity, actives largely listed as cytotoxic. KB-V1 MDR cells viability, CellTiter-Glo, 72 h. 400,000 tested, 3.4% active; note: % is set by controls: 0 for no effect and ±100 for the full control effect; nearly all actives have a fitted effect of over 60% in size
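Cytotoxicity toward P-gp-expressing KB-V1 cells was determined as loss of CellTiter-Glo luminescence after 72 h at 37 degrees C. Compounds were tested in quantitative HTS format across a concentration range, with curves fitted to normalized data.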
HT1080 IDH1KD tx: qHTS for induction of synthetic lethality in tumor cells producing 2HG: qHTS for the HT-1080-IDH1KD cell line. Potency, µM (highest dose often 46.1 µM), without a hit: at the top dose activity, negative = toxicity, most hits filed as cytotoxic. HT-1080 IDH1 knockdown viability, ATP luminescence, 48 h. 360,000 tested, 2% active;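 note: 0% = DMSO wells and -100% = cell-free medium wells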
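CellTiter-Glo luminescence after 48 h compound exposure at 37 degrees C of IDH1-knockdown HT-1080 cells in 5% FBS RPMI. %Activity scaled between DMSO wells and cell-free media wells, with curves fitted and assigned curve classes.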
KB-3-1 tox: qHTS assay for MDR1-selective chemotherapeutics: Primary screen using the parental adenocarcinoma cell KB-3-1. KB-3-1 viability, CellTiter-Glo ATP luminescence, 72 h. Potency, µM (titrated, usually from 46.1 µM), inactives show at the top dose activity change, negative = cytotoxic, usual class: cytotoxic. 400,000 tested, 1.4% active. AID 1347075, 2019; note: % is set by controls: 0 for no effect and ±100 for the full control effect; nearly all actives have a fitted effect of over 60% in size
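Screening of KB-3-1 cells (DMEM, 10% FBS, phenol-red free) ran from lowest to highest compound concentration; after 72 h at 37 °C viability was read luminescently and curves fitted.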
HT1080-NT tox: qHTS for induction of synthetic lethality in tumor cells producing 2HG: qHTS for the HT-1080-NT fibrosarcoma cell line; HT-1080-NT fibrosarcoma viability, CellTiter-Glo ATP luminescence, 48 h; Potency, µM (doses to about 46.1 µM), without a hit: at the highest dose activity, negative = less viability, usual class: cytotoxic; 360,000 tested, 1.6% active; AID 686970, 2013;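 note: NT is the 2HG producing partner of a matched IDH1 knockdown line; 0% = DMSO-treated cells and -100% = media-only wells without cells; nearly all actives have a fitted effect of over 55% in size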
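Viability of the 2HG-overproducing fibrosarcoma line after 48 hours of compound exposure at 37 degrees C was determined by luminescence with CellTiter-Glo, and concentration-effect curves were then fitted and categorized.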
Numbers without * were called inactive; ? = inconclusive; nt = not tested or not shown; [ ] = dose if it differs, or a comment. Calls come from the whole dose curve; as a rule, active = well fitted curve in the direction sought with a large enough effect; inconclusive = small, poorly fitted or top-dose-only effect, or another doubt; inactive = no such curve, though single readings can be large; an effect the other way counts as inactive or inconclusive. Potency is the fitted concentration of half-maximal effect.

Order of values: HEK293 tox, GLP-1R agonist, TDP43 rescue, GLP-1R inv ag, SW480 rerep, KB-V1 cytotox, HT1080 IDH1KD tx, KB-3-1 tox, HT1080-NT tox
CCOc1ccc2ccccc2c1/C=N\NC(=O)c1ccc([N+](=O)[O-])cc1
  ?, 9.6%, -6.5%, -18.7%, 23.1µM*, 35.0%, -24.1%, 2.0%, -9.8%
C[C@H]1Oc2ccccc2C(=O)C1C(=O)c1ccccc1 (some centres undefined)
  82.8%[activator], 8.6%, -29.9%, ?, -1.4%, 0.0%, -9.3%, 9.7%, 0.0%
CC1(C)CC(=O)c2c(O)cc(OCC(=O)Nc3ccc(S(N)(=O)=O)cc3)cc2O1
  -1.1%, -2.2%, 8.2%, -18.9%, -0.7%, 0.0%, 3.1%, -6.1%, -5.9%
COc1ccc(-c2nc(C#N)c(N3CC(C)OC(C)C3)o2)cc1OC (centres undefined)
  0.3%, -2.5%, -8.8%, 9.4%, -2.5%, -1.5%, 14.4%, 2.3%, 14.8%
Cc1cc(C)c(NC(=O)C2CCCN(S(=O)(=O)c3c(C)noc3/C=C/N(C)C)C2)c(C)c1 (centres undefined)
  0.2%, -6.2%, 12.1%, -26.7%, ?, 16.1%, -4.0%, 12.3%, -3.8%
NC(=O)c1ccc(NC(=O)COC(=O)CCSc2ccccc2)cc1
  2.3%, 4.5%, 3.2%, -1.8%, ?, -2.3%, -6.1%, -14.8%, -4.1%
O=C(NCc1ccc2[nH]c3c(c2c1)CCCC3)c1ccc(S(=O)(=O)N2CCCCC2)cc1
  9.6%, -3.4%, 10.3%, -1.0%, 2.0%, 0.0%, -2.9%, 4.8%, -1.3%
Cc1cnc(NC(=O)Cc2ccccc2F)s1
  -4.0%, 0.1%, -21.3%, -24.2%, 13.0%, -0.3%, -7.2%, -3.2%, -24.9%
Nc1nc(-c2ccccc2)c(N=Nc2ccccc2Cl)s1
  ?, -0.8%, -2.1%, ?, -39.2%[inhibitor], -10.1%, 18.4µM*, ?, ?
COc1ccc(C(=O)NC2CCCc3c2cnn3-c2cc(F)cc(F)c2)c(OC)n1 (centres undefined)
  -6.1%, 6.2%, -4.0%, -7.0%, -1.3%, -25.3%, 9.8%, 2.7%, 8.9%

Brought forward from above: 2 entries, then new ones.
Order of values: HEK293 tox, GLP-1R agonist, TDP43 rescue, GLP-1R inv ag, SW480 rerep, KB-V1 cytotox, HT1080 IDH1KD tx, KB-3-1 tox, HT1080-NT tox
Nc1nc(-c2ccccc2)c(N=Nc2ccccc2Cl)s1
  ?, -0.8%, -2.1%, ?, -39.2%[inhibitor], -10.1%, 18.4µM*, ?, ?
COc1ccc(C(=O)NC2CCCc3c2cnn3-c2cc(F)cc(F)c2)c(OC)n1 (centres undefined)
  -6.1%, 6.2%, -4.0%, -7.0%, -1.3%, -25.3%, 9.8%, 2.7%, 8.9%
COc1ccc(CN2C(=O)C(CC(C)C)Nc3ncnc(N4CCOCC4)c32)cc1 (centres undefined)
  3.8%, -0.3%, 1.5%, 0.3%, -1.7%, -10.1%, 1.3%, 6.9%, 2.1%
CC1(C)CN=C(N(C(=O)Nc2ccccc2)c2ccccc2F)S1
  2.7%, 6.7%, 7.8%, 14.2%, -2.4%, -25.7%, 9.7%, -9.8%, 15.7%
CCN(CC(=O)NCc1ccc(Cl)cc1)C(=O)c1ccc(S(=O)(=O)N(C)C)cc1
  9.2%, -0.6%, 10.9%[9.22 µM], 3.0%, -2.6%, -23.2%, 4.9%, 7.0%, 2.9%
COc1cccc(-c2ccc(-c3noc(-c4ccccc4F)n3)c(OC)n2)c1
  -6.0%, -0.7%, 18.2%, -6.8%, 12.7%, ?, 7.7%, 0.6%, 14.9%
S=C(NC1CCCCC1)NC1CC2C=CC1C2 (centres undefined)
  ?, 13.2%, -18.8%[1.82 µM], ?, 0.3%, ?, 20.2%, -2.6%, -0.4%
C=CCNC(=O)C(=O)Nc1cc2c3c(c1)CCC(=O)N3CCC2
  -25.8%, 5.3%, 16.5%, 23.3%, 0.9%, -10.9%, 1.2%, -1.0%, 12.2%
C/C(=N/OC(=O)c1cccc(Cl)c1)c1nccs1
  1.0%, -7.5%, ?, 0.0%, -20.5%, 19.1%, 1.0%, 3.9%, 2.0%
Cc1cc(Cl)ccc1Oc1ncc(CN2CCN(c3ccccc3)CC2)s1
  6.0%, 4.8%, -11.3%, ?, 1.6%, -14.3%, -23.5%, -13.8%, -9.4%
CC(NCc1cccn1C)c1ccccc1 (centres undefined)
  -26.9%, 1.0%, -17.1%, 0.0%, -3.8%, -1.4%, 2.4%, -22.3%, 11.8%
COc1ccc(-n2cnnc2SCC(=O)c2cc(C)n(Cc3cccs3)c2C)cc1
  -6.7%, 21.3%, 9.0%, 1.3%, -4.5%, -20.5%, 1.2%, -2.0%, -4.5%

New compounds follow:
Order of values: HEK293 tox, GLP-1R agonist, TDP43 rescue, GLP-1R inv ag, SW480 rerep, KB-V1 cytotox, HT1080 IDH1KD tx, KB-3-1 tox, HT1080-NT tox
CC(C)(C)c1nc2ccccc2c2nnc(SCC(=O)Nc3nc4ccccc4s3)n12
  ?, 17.2%, -9.1%, 0.0%, -0.4%, ?, ?, -2.0%, ?
CCN(CC)S(=O)(=O)c1ccc(OC)c(NC(=O)CC2CCCC2)c1
  11.9%, 14.3%, 15.3%, 0.6%, 3.8%, -16.7%, 1.2%, 5.7%, 4.2%
COc1cc2c(cc1OC)C(COc1cc(C)cc(C)c1)N(C(=O)COc1ccccc1)CC2 (centres undefined)
  -5.1%, 14.8%, nt, ?, nt, -1.6%, nt, ?, nt
CCOc1ccc(CCNC(=O)CCc2nc3ccccc3[nH]2)cc1OCC
  26.2%, 28.0%, -26.8%, 13.0%, -1.0%, -8.6%, -9.1%, -0.1%, 19.1%
CC(CN1CCOCC1)OC(=O)CCc1ccccc1 (centres undefined)
  1.9%, 9.3%, -13.5%, 14.8%, -1.5%, 1.3%, 11.4%, 14.9%, 6.8%
COc1ccc(CCNc2cc(C)nc(N)n2)cc1OC
  5.7%, 15.5%, 22.8%, 3.5%, -5.6%, -24.0%, -2.6%, 1.5%, 4.4%
Cc1cc(=O)oc2c3c(cc(OCC(=O)NC(Cc4ccc(Cl)cc4)C(=O)O)c12)OC(C)(C)CC3 (centres undefined)
  2.5%, -4.6%, -9.8%, -9.5%, 0.1%, -13.1%, -0.5%, 0.0%, -2.7%
CCN(CC(=O)Nc1c(F)cccc1F)C(=O)CSCC(=O)Nc1cc(C)on1
  0.8%, 4.2%, -15.3%, 10.8%, 1.0%, 4.3%, 2.9%, 0.0%, -0.4%
Cc1ccc(C)c(C(=O)OCC(=O)N(C)c2ccccc2)c1
  2.1%, 12.8%, 17.6%, ?, 5.5%, -23.2%, 18.5%, 3.5%, 18.7%
Cn1cc(S(=O)(=O)N2CCCCCC2)cc1C(=O)N1CCN(c2ccc(F)cc2)CC1
  -2.8%, 1.0%, 16.2%, -29.5%, nt, -10.1%, nt, -0.9%, nt

Further structures follow:
Order of values: HEK293 tox, GLP-1R agonist, TDP43 rescue, GLP-1R inv ag, SW480 rerep, KB-V1 cytotox, HT1080 IDH1KD tx, KB-3-1 tox, HT1080-NT tox
CCC1CCC2(CC1)NC(=O)N(CC(=O)c1c(C)[nH]c3ccccc13)C2=O (centres undefined)
  -1.8%[1.53 µM], -2.9%, 10.3%, ?, 2.6%, -18.0%, -0.7%, -0.1%, 5.7%
CCN(CC)c1ccc(-n2cc3c(=O)n(C)c(=O)n(C)c3c2)cc1
  -11.0%, 12.0%, -12.4%, 0.7%, ?, ?, -13.0%, -0.2%, -4.5%
O=C(CSc1ccc(-c2ccccn2)nn1)NCc1ccc(Cl)cc1
  8.1%, 20.7%, ?, ?, ?, ?, -18.8%, -6.8%, -3.0%
COc1ccc(CC(N)c2csc(NC(=O)Nc3ccc(C(C)C)cc3)n2)cc1 (centres undefined)
  ?, -14.2%, ?, ?, nt, ?, 14.6µM*, ?, 18.4µM*
O=C1C(=O)N(Cc2ccco2)C(c2cccc(Cl)c2)/C1=C(\O)c1ccc2c(c1)OCCO2 (centres undefined)
  -8.0%, -18.3%, -11.6%, -16.8%, -4.6%, 4.8%, 2.5%, 2.8%, -7.5%
CC(=O)/C(=C/N(C)C)C(=O)Nc1ccc(Cl)cc1Cl
  -8.1%, 6.4%, -94.2%[inhibitor], ?, ?, -16.4%, ?, 18.0%, -24.9%
CC(=O)N1c2ccc(S(=O)(=O)NCCc3cccc(C)c3)cc2CC1C (centres undefined)
  2.1%, nt, 0.0%, -4.0%, nt, -5.5%, nt, 0.0%, nt
CCS(=O)(=O)N1N=C(c2cccs2)CC1c1cc2cc(C)ccc2nc1Cl (centres undefined)
  0.5%, 6.4%, 11.2%, 7.9%, ?, -9.9%, -1.6%, -16.5%, -0.4%
CCOc1ccc(-n2c(SCc3ccc(C(=O)OC)o3)nc3c([nH]c4ccccc43)c2=O)cc1
  0.5%, -4.9%, 4.8%, 10.7%, nt, ?, nt, 15.2%, nt
CC1(C)N=C(N)N=C(N)N1c1cccc(CN)c1
  -7.3%, 2.5%, -10.1%, -7.8%, -5.9%, 0.0%, ?, -1.7%, 1.9%
Cc1ccc(NS(=O)(=O)c2c(C)[nH]c(C)c2C(=O)N2CCCC2)cc1
  -8.4%, -0.5%, 0.6%, -13.3%, -16.2%, 14.4%, 2.7%, 4.4%, 10.5%
CC(=O)Nc1c(OC(C)=O)ccc2c(C)cc(=O)oc12
  172.9%[activator], -13.7%, 18.8%, -8.6%, -2.0%, 22.4%, -0.5%, -7.8%, 1.4%
CCOc1ccccc1-n1c(=S)sc2c(=O)n(-c3ccccc3)c(=S)[nH]c21
  -8.4%, -2.5%, nt, ?, -39.1%[inhibitor][1.84 µM], -9.6%, 4.7%, -27.9%, 4.5%
